# Compound activity (PubChem BioAssay)
# TRHR agonist: qHTS for Small Molecule Agonists and Allosteric Enhancers of Human TRH Receptor: Primary Screen for Agonists; 360,000 tested, 0.18% active; TRHR cells, calcium flux fluo-8, FDSS agonist mode; activation, % at 2 µM; in the data active means activation above about 30%; further: 0% is about no effect
#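 In this calcium-flux screen, cells bearing human TRHR are dye-loaded with fluo-8, baselined for 10 cycles, then exposed to library compounds; positive kinetic calcium responses during the agonist phase mark hits, with TRH as control.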
# Pin1 inh: qHTS Assay to Find Inhibitors of Pin1. Pin1 FP peptide displacement, HiFluor488, 10 min. 390,000 tested, 0.009% active. Peptidyl-prolyl cis-trans isomerase NIMA-interacting 1 (Homo sapiens), Q13526. Potency, µM (top dose mostly 115 µM), for inactives: top-dose activity, negative = inhibition, most hits filed as inhibitors; active means well fitted inhibition curve with a large enough effect in the polarisation, with a control signal flat, not every such curve was filed as active; inconclusive means small, poorly fitted or top-dose-only effect, or effect the other way, or a change in a side signal; inactive means no such curve, though single readings can be large or run the other way; the % refers to the polarisation; further: potency means the concentration at half of the fitted maximal effect; on the % scale 0 is the no-effect control and ±100 the full control effect
# Target sequence (Q13526 whole entry, looked up): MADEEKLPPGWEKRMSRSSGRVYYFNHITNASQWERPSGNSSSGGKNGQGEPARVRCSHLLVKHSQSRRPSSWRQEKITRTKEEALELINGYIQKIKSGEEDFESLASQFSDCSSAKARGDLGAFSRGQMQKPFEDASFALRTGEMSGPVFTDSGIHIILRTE
# TRHR PAM: qHTS for Small Molecule Agonists and Allosteric Enhancers of Human TRH Receptor: Primary Screen for Enhancers | TRHR cells, fluo-8 calcium fluorescence, EC20 TRH enhancement | 360,000 tested, 0.66% active | enhancement, % at 2 µM | Thyrotropin-releasing hormone receptor (Homo sapiens), P34981; in the data active means enhancement above about 30%; further: 0% is about no effect
#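 TRHR-expressing cells loaded with fluo-8 calcium dye were read kinetically (ex 480/em 530) during compound addition, then stimulated with an EC20 of TRH (10 nM final). Enhancement of the Gq-mediated intracellular calcium response was scored.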
# mIDH1 inhibitor: qHTS for Inhibitors of mutant isocitrate dehydrogenase 1 (IDH1): qHTS; Isocitrate dehydrogenase [NADP] cytoplasmic (Homo sapiens), O75874; 390,000 tested, 0.093% active; IDH1-R132H enzyme, NADPH consumption, diaphorase/resazurin fluorescence; Potency, µM (series often up to 76.6 µM), for the others: at the top dose activity change, negative = inhibition, actives largely listed as inhibitors; further: potency means the concentration at half of the fitted maximal effect; on the % scale 0 is the no-effect control and ±100 the full control effect; nearly all actives have a fitted effect of over 65% in size
#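 IDH1-R132H (0.5 ug/mL) preincubated 30 min with compound, then NADPH (0.016 mM) and alpha-KG (2 mM) added; 80 min at RT, pH 7.5. Remaining NADPH coupled via diaphorase/resazurin to fluorescence (540/590 nm); concentration-response curves normalized to no-enzyme control.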
# TrxR1 substrate: qHTS Assay for Substrates of Mammalian Selenoprotein Thioredoxin Reductase 1 (TrxR1): qHTS | Thioredoxin reductase 1, cytoplasmic (Rattus norvegicus), O89049 | purified TrxR1 substrate turnover, NADPH consumption readout | Potency, µM (highest dose often 114 µM), for the others: at the top dose activity change, negative = substrate turnover | 390,000 tested, 0.01% active; further: potency means the concentration at half of the fitted maximal effect; on the % scale 0 is the no-effect control and ±100 the full control effect; nearly all actives have a fitted effect of over 50% in size
# Target sequence (O89049 whole entry, looked up): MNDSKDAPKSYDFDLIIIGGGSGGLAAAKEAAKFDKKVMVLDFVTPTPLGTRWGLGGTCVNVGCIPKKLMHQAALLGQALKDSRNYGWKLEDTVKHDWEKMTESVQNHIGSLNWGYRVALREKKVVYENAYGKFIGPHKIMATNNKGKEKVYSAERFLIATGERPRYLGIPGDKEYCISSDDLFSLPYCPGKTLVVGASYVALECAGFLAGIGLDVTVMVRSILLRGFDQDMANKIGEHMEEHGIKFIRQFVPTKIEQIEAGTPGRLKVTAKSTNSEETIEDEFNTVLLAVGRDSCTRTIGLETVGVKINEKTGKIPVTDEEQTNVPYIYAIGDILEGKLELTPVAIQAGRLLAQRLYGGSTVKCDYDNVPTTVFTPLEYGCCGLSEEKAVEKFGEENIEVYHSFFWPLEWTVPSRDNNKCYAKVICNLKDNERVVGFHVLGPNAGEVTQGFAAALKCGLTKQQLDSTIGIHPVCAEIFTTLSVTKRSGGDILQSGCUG
#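 Rat TrxR1, dispensed at 90 nM, was prereduced with 400 uM NADPH (final) for 5 min at ~22 deg C, then incubated with compound 15 min before 400 uM selenite. A first-read NADPH fluorescence drop versus no-compound background flagged substrates.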
# USP1-UAF1 inh: Inhibitors of USP1/UAF1: Primary Screen; Ubiquitin carboxyl-terminal hydrolase 1 (Homo sapiens), O94782; recombinant USP1/UAF1, Ub-Rhodamine cleavage fluorescence; Potency, µM (series often up to 57.1 µM), inactives show at the highest dose activity change, negative = inhibition, hits mostly inhibitors; 390,000 tested, 0.23% active; AID 743255, 2014; further: potency means the concentration at half of the fitted maximal effect; on the % scale 0 is the no-effect control and ±100 the full control effect; nearly all actives have a fitted effect of over 60% in size; inactives centre near -12
#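 1 nM enzyme complex + cpd, 15 min RT; start with Ub-Rho 150nM final; kinetic fluorescence ex 480/em 540, 6 reads q60 s. Buffer 50mM HEPES pH 7.8, 0.5mM EDTA, 0.1 mg/ml BSA, 1mM TCEP, 0.01% Tween-20.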
# rTrxR1 inhibitor: qHTS Assay for Inhibitors of Mammalian Selenoprotein Thioredoxin Reductase 1 (TrxR1): qHTS | Thioredoxin reductase 1, cytoplasmic (Rattus norvegicus), O89049 | recombinant rTrxR1, NADPH fluorescence consumption, selenite substrate | Potency, µM (titrated, usually from 114 µM), inactives show at the top dose activity change, negative = inhibition, hits mostly inhibitors | 390,000 tested, 1% active; further: potency means the concentration at half of the fitted maximal effect; on the % scale 0 is the no-effect control and ±100 the full control effect; nearly all actives have a fitted effect of over 65% in size
#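 Rat TrxR1 (90 nM in the dispensed reagent) was pre-reduced with 400 uM NADPH for 5 min at room temperature, then incubated with compound for 15 min. After 400 uM selenite was added, NADPH fluorescence (Ex 340/Em 450 nm) was followed for 8 min.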
# D2 agonist: HTS Assay for Allosteric Agonists of the Human D2 Dopamine Receptor: Primary Screen for Agonists. D(2) dopamine receptor (Homo sapiens), P14416. AID 485358, 2010. activation, % at 2 µM. HEK293 T-REx D2 cells, calcium flux agonist mode. 340,000 tested, 0.53% active;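 active means activation over 3 SD above normal in the single-dose calcium agonist read, cut at about 30% in these data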; further: 0% is about no effect
# Target sequence (P14416 whole entry, looked up): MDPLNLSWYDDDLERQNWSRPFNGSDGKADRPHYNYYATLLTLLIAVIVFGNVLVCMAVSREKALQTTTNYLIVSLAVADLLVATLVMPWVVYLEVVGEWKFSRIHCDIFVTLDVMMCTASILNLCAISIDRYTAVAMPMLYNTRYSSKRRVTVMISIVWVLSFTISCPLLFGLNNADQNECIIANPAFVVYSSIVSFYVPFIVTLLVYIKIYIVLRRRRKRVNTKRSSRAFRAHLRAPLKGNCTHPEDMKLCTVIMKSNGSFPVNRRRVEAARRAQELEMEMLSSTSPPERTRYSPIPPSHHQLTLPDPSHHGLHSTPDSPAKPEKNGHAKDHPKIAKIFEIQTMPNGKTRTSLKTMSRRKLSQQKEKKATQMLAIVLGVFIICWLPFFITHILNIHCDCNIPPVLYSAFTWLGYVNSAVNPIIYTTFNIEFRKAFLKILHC
#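 In this primary screen, compounds producing a positive calcium signal within 180 s of addition to tetracycline-induced, force-coupled HEK293 Trex D2 cells are flagged; cells are dye-loaded with a no-wash calcium kit beforehand.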
# D2 antagonist: HTS Assay for Allosteric Antagonists of the Human D2 Dopamine Receptor: Primary Screen for Antagonists | AID 485344, 2010 | inhibition, % at 10 µM | HEK293 TREx D2 cells, calcium flux, dopamine EC80 | 340,000 tested, 2% active | D(2) dopamine receptor (Homo sapiens), P14416; in the data active means inhibition above about 30%; further: 0% is about no effect
#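 Measurement of antagonist activity uses fluorescent calcium dye in inducible HEK293 T-REx D2 cells: 10 s baseline, compound addition with 180 s read, EC80 dopamine addition with a further 180 s read.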
# The depositor's hits bear a star; ? = inconclusive; · = not tested or not shown; [ ] = dose if it differs, or a comment. Unless noted, the call rests on the fitted dose curve; in most records, active means well fitted inhibition curve with a large enough effect; inconclusive means small, poorly fitted or top-dose-only effect; inactive means no such curve, though single readings can be large or run the other way. Some of the compounds tested; the hit share may differ from the screen's.
# The opening two records, ahead of the listing:
# Value order – TRHR agonist	Pin1 inh	TRHR PAM	mIDH1 inhibitor	TrxR1 substrate	USP1-UAF1 inh	rTrxR1 inhibitor	D2 agonist	D2 antagonist
> Cc1csc(NC(=O)CCCSc2nc3ccccc3s2)n1
    -1.8	8%	-1	9%	-2%	-16%	6%[57.1 µM]	-1.3	-9
> CCC(Cc1ccccc1)NC(=O)Cn1ncc2c3ccccc3n(Cc3ccccc3)c2c1=O (stereo not given)
    -0.3	16%	2	-12%	11%	-5%	12%	0.0	·

# The list itself, repeating the preview:
# Value order – TRHR agonist	Pin1 inh	TRHR PAM	mIDH1 inhibitor	TrxR1 substrate	USP1-UAF1 inh	rTrxR1 inhibitor	D2 agonist	D2 antagonist
> Cc1csc(NC(=O)CCCSc2nc3ccccc3s2)n1
    -1.8	8%	-1	9%	-2%	-16%	6%[57.1 µM]	-1.3	-9
> CCC(Cc1ccccc1)NC(=O)Cn1ncc2c3ccccc3n(Cc3ccccc3)c2c1=O (stereo not given)
    -0.3	16%	2	-12%	11%	-5%	12%	0.0	·
> COc1cc2c(=O)c(S(=O)(=O)c3ccc(C(C)C)cc3)cn(Cc3ccccc3C)c2cc1OC
    1.1	16%	-3	-13%	0%	-20%	3%	2.0	·
> Cc1ccnc(NC(c2cc(C)ccc2O)c2ccc3cccnc3c2O)c1 (stereo not given)
    -1.1	-6%	-1	·	3%	21%	5µM*	-1.2	·
> CCOC(=O)c1c(C)n(C)c2ccc(OCC(O)CNCCc3ccccc3)cc12 (stereo not given)
    0.4	2%	-1	10%	4%	-22%	13%	2.4	31*
> O=C(CCn1c(=S)[nH]c2ccccc2c1=O)Nc1ccc(F)cc1
    0.2	5%	-4	-2%	2%	-14%	8%	0.3	-35
> O=C(NCC(c1ccco1)N1CCCC1)c1ccc(S(=O)(=O)Nc2ccccc2F)cc1 (stereo not given)
    0.4	-2%	23	3%	2%	-23%	1%	0.3	4
> CC(OC(=O)Cc1ccc(Br)cc1)C(=O)NC1CCCC1 (stereo not given)
    ·	3%	·	4%	-6%	1%	3%	·	·
> O=C1NC(Cc2ccccc2)c2nc3ccccc3c(=O)n2-c2ccc(Cl)cc21 (stereo not given)
    -0.7	·	1	·	·	·	·	-0.5	-8
> Fc1ccc(-c2cn3cc(Cc4ccccc4)sc3n2)cc1
    0.1	1%	1	5%	-5%	?	-3%	2.5	·
> CC1(C)CN(c2cccc(Br)c2)C1=O
    0.6	-3%	-2	3%	9%[57.1 µM]	-10%	10%[57.1 µM]	1.3	-5
> COc1ccc(CN2CCN(C(=O)c3ccc(-c4ccccc4)cc3)CC2)c(OC)c1OC
    -0.2	3%	-2	-4%	-1%	-27%	17%	-0.2	0
> Cc1ccc(C)c(N(C)S(=O)(=O)c2ccc3c(c2)oc(=O)n3C)c1
    0.0	1%	-3	0%	-8%	-15%	1%	0.4	-3
> O=C(c1ccc(N2CCN(CCO)CC2)nc1)N1CCOCC1
    0.1	-2%	0	-14%	7%	-7%	23%	-0.1	-11
> Cc1cccc(CN2CCN(C(c3ccccc3)c3ccc(Cl)cc3)CC2)c1 (stereo not given)
    0.2	1%	3	9%	7%	-20%	35%	-2.2	31*
> CCCCN1CC(=O)N2[C@H]3c4ccc(OC)cc4OC[C@@H]3[C@H](C(=O)OCC)[C@]2(C)C1=O
    -0.8	-9%	0	8%	3%	-22%	2%	-0.7	-15
> CCn1c(SCc2cccc(C(=O)O)c2)nnc1-c1ccccc1
    -0.3	-11%	-1	4%	1%	-11%	9%	-0.2	3
> CCOC(=O)c1cccc(NC(=O)CCc2ccccc2)c1
    0.2	-1%	0	-5%	-12%	0%	-13%	-1.1	-12
> O=C(COC(=O)/C=C/c1cn(-c2ccccc2)nc1-c1ccc2c(c1)OCCO2)NC1CCS(=O)(=O)C1 (stereo not given)
    0.5	14%	18	-16%	75%[activator][57.1 µM]	-3%	152%[activator][57.1 µM]	0.3	-11
> CCOCCCNC(=O)NC(=O)CN1CCN(S(=O)(=O)c2ccc3c(c2)OCCO3)CC1
    -0.6	0%	-8	-8%	3%	-25%	12%	1.6	-1
> COC(=O)Cc1ccc(NC(=S)NCCCN2CCOCC2)cc1
    1.2	1%	6	8%	-12%[57.1 µM]	-4%	20%[57.1 µM]	-1.1	-1
> CCCNS(=O)(=O)c1ccc(CCC(=O)N2CCN(c3ccc(F)cc3)CC2)cc1
    -0.2	1%	-6	2%	-7%	-6%	-4%	0.6	2
> CC(=O)c1ccc(NC(=O)Nc2ccccc2)cc1
    1.8	7%	5	7%	-4%	-6%	-10%	-0.1	5
> CC(=O)Nc1ccc(S(=O)(=O)N(C)c2ccc(OCC(=O)NCCc3ccccc3F)cc2)cc1
    ·	7%	·	-8%	0%	-5%	23%	·	·
> COC(=O)c1c(NC(=O)c2nc(SCc3ccc(C)cc3)ncc2Cl)sc2c1CCCC2
    1.3	0%	-4	-29%	0%	2%	12%	1.2	·
> CCCCn1c(N)c(N(CC(C)C)C(=O)CSc2ccc3c(c2)OCCO3)c(=O)[nH]c1=O
    0.6	-8%	-3	8%	10%	-18%	68%[activator]	·	·
> COc1ccc(C(=O)NC(=S)N2CCCCC2)cc1
    -0.7	0%	3	-6%	3%	1%	-5%	-1.4	-18
> C1=C(CCNc2ncnc3c2cnn3-c2ccccc2)CCCC1
    0.6	-2%	0	-1%	2%[57.1 µM]	-15%	-4%[57.1 µM]	-0.2	-20
> CCOc1cc(/C=C2/N=C(c3ccc4c(c3)OCO4)OC2=O)ccc1OC(C)=O
    1.3	0%	-5	-2%	2%	-20%	-8%	0.6	3
> COc1ccc(NC(=O)c2nc[nH]c2C(=O)N[C@@H](C)c2ccccc2)cc1
    0.5	3%	-4	0%[38.3 µM]	-3%	-20%	4%	0.4	7
> O=C(NN1C(=O)C2C3C=CC(C4CC34)C2C1=O)c1cccc(Cl)c1 (stereo not given)
    0.1	-2%	3	3%	-10%	-6%	-18%	-0.4	-15
> O=C(CN1C(=O)NC(c2ccccc2)(c2ccccc2)C1=O)c1c[nH]c2ccccc12
    -2.1	·	3	·	·	·	·	-1.5	0
> CCOC(=O)c1sc(NC(=O)CSc2nccc(C)n2)c(C#N)c1C
    -0.5	-1%	-3	6%	-8%	-4%	-2%	-0.8	-41
> CCCN(CCC)c1c([N+](=O)[O-])c(=O)oc2ccccc12
    0.7	-1%	19	4%	6%[57.1 µM]	-1%	-7%[57.1 µM]	0.4	-10
> O=C(CC1SC(N2CCOCC2)=NC1=O)Nc1ccc(Cl)c(C(F)(F)F)c1 (stereo not given)
    ·	3%	·	1%	2%	-9%	17%	·	·
> CC(C)c1nc(SCC(=O)NC2CCCC2)c2c(=O)n(C)c(=O)n(C)c2n1
    -0.1	-3%	-6	-22%	0%	-21%	10%	-0.5	-4
> CCOc1ccc(C(=O)CSc2nnc3ccccn23)cc1
    0.4	-1%	-3	1%	3%[11.4 µM]	0%	15%[11.4 µM]	0.3	-5
> COc1cccc2cc(-c3nc(-c4ccc(Cl)cc4)cs3)c(=O)oc12
    0.2	7%	1	5%	1%[57.1 µM]	-12%	16%[57.1 µM]	0.7	·
> O=C(O)c1cccc(-n2nnnc2SCc2ccccn2)c1
    0.2	0%	0	8%	-1%	-6%	6%	-1.4	-4
> Cc1ccc(-c2csc(NC(=O)C3CCN(S(=O)(=O)c4cccs4)CC3)n2)cc1
    0.3	6%	-2	3%	-6%	-11%	-9%	-0.6	-7
> CCOc1cc(NC(=S)NCc2ccccc2)c(OCC)cc1NC(=O)C(C)C
    0.5	-1%	-2	-1%	-1%	-13%	12%	·	·
> CCOC(=O)c1c(NC(=O)CN2CCN(C(=O)c3ccco3)CC2)sc2c1CCCC2
    -0.1	-5%	3	-2%	-7%	-2%	-11%	0.6	8
> Cc1ccc(-n2ncc3c2CC(C)(C)CC3NC(=O)CCc2ccncc2)cc1 (stereo not given)
    -0.6	-4%	-1	-5%	1%	-8%	6%	-1.1	15
> O=C(NCc1cccnc1)c1ccccc1[N+](=O)[O-]
    0.6	19%	-9	-7%	-4%	8%	2%	0.3	6
> COc1ccc(C(=O)NCCCCNC(=O)c2ccc(OC)c(OC)c2)cc1OC
    -0.4	0%	0	16%	-1%	-5%	10%	0.4	2
> Cc1cc(OCCn2cc(C(=O)c3ccco3)c3ccccc32)ccc1Cl
    1.4	5%	-3	2%	8%	-6%	41%[activator]	3.0	·
> CCCc1cc(C(=O)OCC(=O)N2CCN(c3ccc(OC)cc3)CC2)sc1C
    -0.5	-1%	-1	-2%	-11%	-6%	-7%	0.1	19
> O=C(Nc1ccccc1)c1cc2ccccc2s1
    ·	-2%	·	9%	-3%[2.29 µM]	-5%	-6%[2.29 µM]	·	·
> Cc1ccc(NC(=O)c2ccc(S(=O)(=O)NCc3cccnc3)cc2)cc1C
    -0.3	-1%	5	2%	-4%[57.1 µM]	-18%	-7%[57.1 µM]	-1.3	9
> CSCCOC(=O)C1=C(C)NC(=O)CC1c1ccccc1Cl (stereo not given)
    -0.3	-1%	0	9%	-11%[57.1 µM]	-12%	2%[57.1 µM]	-0.8	-14
